STEP inh – STEP (human) phosphatase inhibition; inhibition, % at 20 µM; P54829; 360,000 tested, 0.25% active; recombinant STEP, OMFP fluorogenic substrate, fluorescence;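 active = inhibition at 20 µM, scaled per plate between control wells, above about 37%, limit read from the data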;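 also: 0% = DMSO with enzyme and substrate and 100% = substrate only without enzyme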
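Measure: Control-normalized % inhibition with plate pattern correction | Test system: STEP phosphatase, cell-free reaction | Medium: pH 6.0 Bis-Tris with DTT and Tween 20 | Technique: Fluorescence, 480/540 nm | Times: Reaction 20 min, ambient temperature | Doses: Single compound dose of 20 µM, 1% DMSO final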
Scp1 inh – inhibitors of human Scp-1 phosphatase; inhibition, % at 20 µM; Recombinant Scp1, phosphopeptide, malachite green phosphate absorbance; Q9GZU7; 340,000 tested, 0.88% active; AID 493091;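 active = inhibition above about 50% at 20 µM, limit read from the data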;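 also: plate controls were DMSO wells with enzyme for no effect and wells lacking enzyme for full effect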
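Times: enzyme reaction 45 min at room temperature, colour 5 min, stabilisation 30 min. Material: SCP-1 catalytic fragment, aa 76-261. Medium: Acidic Tris acetate buffer with magnesium and detergent. Signal: colorimetric free-phosphate detection, absorbance 630 nm. Read-out basis: % inhibition of SCP-1 phosphate liberation. Reagent: Phosphorylated 17-residue peptide substrate.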
NadD block – inhibitors of Staphylococcus aureus NadD; 360,000 tested, 0.78% active; purified NadD enzyme, colorimetric absorbance read-out; inhibition, % at 20 µM; in the data active = inhibition above about 26%; also: some compounds past the cut are filed as inactive
LMPTP inh – LMPTP (human) inhibition | P24666 | recombinant LMPTP-A, OMFP fluorogenic substrate, fluorescence intensity | inhibition, % at 20 µM | 360,000 tested, 0.22% active | AID 651560;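 active = compounds that cut the enzyme signal by at least half of the control window in the single-dose screen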;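 also: plate controls were DMSO wells with enzyme plus substrate for no effect and substrate without enzyme for full effect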
Target sequence (P24666 whole entry, looked up): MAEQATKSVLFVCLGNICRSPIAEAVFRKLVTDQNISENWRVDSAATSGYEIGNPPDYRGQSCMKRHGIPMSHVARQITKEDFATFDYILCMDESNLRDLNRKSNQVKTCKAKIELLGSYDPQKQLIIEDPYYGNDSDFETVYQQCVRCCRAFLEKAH
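Material: LMPTP-A; amount: 0.625 nM enzyme; doses: single 20 µM dose; times: reaction 50 min, room temperature, dark; technique: fluorescence intensity of OMFP turnover product; benchmarks: no-enzyme and uninhibited controls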
DNMT1 block – DNMT1 (human) enzyme inhibition; DNMT1 molecular beacon, Hinp1I cleavage, fluorescence; inhibition (reported as % activation of signal), % at 10 µM; 360,000 tested, 0.83% active; AID 588458; in the data active = inhibition above about 50%
CSN inh – blocks human CSN-mediated cullin deneddylation. Q92905. Purified CSN, SCF-Nedd8-OG deneddylation, fluorescence polarization. inhibition, % at 12.5 µM. 360,000 tested, 0.38% active. AID 651999;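 active = pattern-corrected inhibition above about 35%, with an unprinted fluorescence ratio check between 0.5 and 1.5, limit read from the data, passing the limit was not always enough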;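 also: 0% = enzyme with substrate and 100% = substrate without enzyme; some results filed as inactive read as strong as hits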
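Assay system: purified human Csn5 enzyme expressed in HEK293T cells; Input: 0.24 nM Csn5 enzyme, final concentration; Reagent: 10 nM SCFSkp2-Nedd8OG; Compound dosing: 12.5 µM single point; Times: reaction 90 min, room temperature; Technique: fluorescence polarization readout.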
PABP1 MLLE inh – blocks PAM2 peptide binding to the PABP1 MLLE domain | P11940 | GST-MLLE / FITC-PAM2 fluorescence polarization | inhibition, % at 20 µM | 360,000 tested, 0.36% active | AID 588489; in the data active = inhibition above about 35%, passing the limit was not always enough;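 also: plate controls were DMSO wells with GST-MLLE for no effect and wells lacking GST-MLLE protein for full effect; some results filed as inactive read as strong as hits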
Target sequence (P11940 whole entry, looked up, the tested form may be a part): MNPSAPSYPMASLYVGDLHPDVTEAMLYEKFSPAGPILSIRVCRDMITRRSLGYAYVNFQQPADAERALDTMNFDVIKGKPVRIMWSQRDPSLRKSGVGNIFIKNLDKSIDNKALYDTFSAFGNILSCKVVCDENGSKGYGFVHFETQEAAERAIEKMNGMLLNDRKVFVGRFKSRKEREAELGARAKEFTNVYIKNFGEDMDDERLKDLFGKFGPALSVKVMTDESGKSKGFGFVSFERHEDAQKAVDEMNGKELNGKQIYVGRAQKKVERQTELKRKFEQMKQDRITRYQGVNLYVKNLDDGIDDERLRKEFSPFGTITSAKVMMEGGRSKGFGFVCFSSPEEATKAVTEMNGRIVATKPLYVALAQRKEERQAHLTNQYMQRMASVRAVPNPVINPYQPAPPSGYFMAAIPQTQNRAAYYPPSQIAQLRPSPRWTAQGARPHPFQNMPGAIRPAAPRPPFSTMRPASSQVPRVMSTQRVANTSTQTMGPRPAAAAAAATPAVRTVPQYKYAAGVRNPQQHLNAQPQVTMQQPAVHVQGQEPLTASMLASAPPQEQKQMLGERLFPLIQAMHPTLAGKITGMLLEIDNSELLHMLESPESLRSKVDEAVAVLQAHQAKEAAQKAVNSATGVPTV
TbMetRS inhib – blocks T. brucei methionyl-tRNA synthetase activity | purified T. brucei MetRS, ATP depletion, Kinase-Glo luminescence | inhibition, % at 11.9 µM | 360,000 tested, 0.4% active | AID 624268;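 active = inhibition above a per-plate cutoff of the control wells' mean inhibition plus 3 SD, cut at about 5.5% in these data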;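 also: 0% = DMSO wells median and 100% = median of wells with control inhibitor compound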
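assay system = parasite MetRS enzyme | timing = 15 min preincubation, 2 h reaction, all 25 °C | evaluation = percent inhibition relative to median high and low control wells | medium = HEPES buffer containing pyrophosphatase, BSA, spermine, DTT | compound = single dose, 11.9 µM final nominal, 0.9% final DMSO | detection = Kinase-Glo luminescence, ATP depletion format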
SUMO1-SIM PPI – modulators of human SUMO1-mediated protein-protein interactions; SUMO1 binding to a labelled peptide, TR-FRET, 1 h; AID 602429; 360,000 tested, 0.33% active; P63165; inhibition, % at 20 µM; in the data active = inhibition above about 37%
Target sequence (P63165 whole entry, looked up): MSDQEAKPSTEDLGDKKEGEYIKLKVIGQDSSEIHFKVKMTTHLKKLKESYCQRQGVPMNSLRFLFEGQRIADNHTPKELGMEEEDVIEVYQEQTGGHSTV
Rpn11 inh – blocks the human proteasome subunit Rpn11; O00487; human 26S proteasome, Ub4-pepOG fluorescence polarization; 20S core pre-blocked with epoxomicin; calls only at 20 µM; 360,000 tested, 0.59% active;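 active = inhibition at 20 µM, scaled to each plate's controls, above about 33%, limit read from the data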
The depositor's hits bear a star; i = inactive; / = not tested or not shown.

1) CC(C)CC(=O)NCc1ccc2[nH]c3c(c2c1)CCCC3
2) CCOc1ccc(OCC)c(NC(=O)CN(C)S(=O)(=O)c2ccc3nc(C)sc3c2)c1
3) COc1ccc(CCNC(=O)c2ccco2)cc1
4) CCOC(=O)C1=C(CNC2CCCCC2)NC(=O)NC1c1cc(C)ccc1C (stereo not drawn)
5) CCNC(=O)C1(C)CCN(C(=O)c2ccc(C(=O)OC)cc2)C1 (stereo not drawn)
Screen / compound no.	1	2	3	4	5
STEP inh	1	3	-1	-5	3
Scp1 inh	-11	-11	-3	2	/
NadD block	-4	-6	8	-2	-1
LMPTP inh	-1.3	2.0	0.3	-2.4	-1.2
DNMT1 block	-7	-7	3	2	-2
CSN inh	-1	0	1	-3	-1
PABP1 MLLE inh	8	-15	11	-7	-12
TbMetRS inhib	-0.5	-1.1	-1.2	-1.1	0.0
SUMO1-SIM PPI	0	4	2	-2	3
Rpn11 inh	i	i	i	i	i

6) O=S(=O)(Nc1cccc(-n2cnnn2)c1)c1cccc(Cl)c1
7) CN(CC(=O)Nc1c(Cl)cccc1Cl)C(=O)CNC(=O)c1ccc2ccccc2c1
8) O=C1Nc2ccccc2C12OCC(COc1ccc(Cl)cc1)O2 (stereo not drawn)
9) CCOC(=O)N1CCN(Cc2nnc(-c3cccc(Br)c3)o2)CC1
10) CC(C)(C)OC(=O)C[C@@H]1C/C=C\C[C@@H](CC(=O)N(CCO)Cc2ccccc2)C(=O)N2CCC[C@@H]2COC1=O
Screen / compound no.	6	7	8	9	10
STEP inh	-4	-1	-2	2	0
Scp1 inh	-3	-7	-10	-7	-4
NadD block	-3	1	-8	-8	0
LMPTP inh	0.5	-1.2	1.7	-1.5	0.3
DNMT1 block	0	1	-12	2	0
CSN inh	0	3	2	1	4
PABP1 MLLE inh	-9	7	-6	-1	-2
TbMetRS inhib	-0.1	-0.5	1.3	-1.0	-0.3
SUMO1-SIM PPI	-2	-10	-4	-2	0
Rpn11 inh	i	i	i	i	i

11) Cc1occc1C(=O)N/N=C/c1cccnc1
12) CCOc1cc(-c2cn(S(=O)(=O)c3cccc4nsnc34)nc2N)cc(OCC)c1OCC
13) COc1ccc(Cc2c(-c3cccc(Cl)c3)nc3ccc(C)cn23)c(C)c1
14) CCOc1ccc(C(=O)NNC(=O)CCNC(=O)c2ccco2)cc1OC
15) CCSc1nnc(NC(=O)C2CC(=O)N(Cc3ccccc3)C2)s1 (stereo not drawn)
Screen / compound no.	11	12	13	14	15
STEP inh	0	1	-2	0	1
Scp1 inh	-1	-6	/	-5	16
NadD block	3	2	5	3	4
LMPTP inh	-0.5	2.7	3.1	-1.1	-0.2
DNMT1 block	2	-9	-1	1	5
CSN inh	1	-1	-3	0	-6
PABP1 MLLE inh	6	7	-14	15	9
TbMetRS inhib	-1.0	-0.6	0.0	0.0	-0.1
SUMO1-SIM PPI	-5	-12	-4	17	-1
Rpn11 inh	i	i	i	i	i

16) Fc1cccc(Cc2c(-c3cccc(Br)c3)nc3ccc(Br)cn23)c1
17) OC[C@@H]1CN(CCN2CCOCC2)C[C@H](n2cnc3c(NC4CC4)ncnc32)O1
18) Cc1sc2nc(C)n(/N=C/c3ccc(O)cc3)c(=O)c2c1C
19) CSc1nc(/C=C2\C=Nc3ccccc32)c(O)n1C
20) CC(C)CNS(=O)(=O)c1ccc(CCC(=O)NCC2CCCO2)cc1 (stereo not drawn)
Screen / compound no.	16	17	18	19	20
STEP inh	-2	2	1	0	1
Scp1 inh	/	/	26	-5	-8
NadD block	17	0	4	-2	-2
LMPTP inh	2.5	-1.3	-0.7	0.7	0.5
DNMT1 block	21	-3	-2	-5	-14
CSN inh	11	1	0	3	-3
PABP1 MLLE inh	-25	-1	4	11	8
TbMetRS inhib	0.4	-0.3	-0.8	1.6	-0.9
SUMO1-SIM PPI	6	-2	-2	-12	3
Rpn11 inh	i	i	i	i	i

21) COc1ccc(C2CC(c3ccccc3)=NN2C(=O)COC(=O)/C=C/c2ccc(O)c(OC)c2)cc1 (stereo not drawn)
22) COc1ccc(S(=O)(=O)N2CCOC23CCN(S(C)(=O)=O)CC3)cc1
23) O=C(COC(=O)C1CC(O)CN1C(=O)Oc1ccccc1)c1ccc(Br)cc1 (stereo not drawn)
24) COc1cccc(C(=O)NC(Cc2ccccc2)c2ccc3c(c2)OCCCO3)c1 (stereo not drawn)
25) Cc1noc(C)c1NC(=O)N(C)C[C@@H]1OCc2cnnn2CCCC(=O)N([C@@H](C)CO)C[C@@H]1C
Screen / compound no.	21	22	23	24	25
STEP inh	15	0	2	-1	-2
Scp1 inh	-4	-7	0	-13	/
NadD block	46*	-1	-6	-10	-3
LMPTP inh	3.3	-1.5	-1.3	4.2	-2.5
DNMT1 block	-10	2	1	-3	7
CSN inh	2	1	-8	5	-6
PABP1 MLLE inh	2	8	-81	5	4
TbMetRS inhib	-0.7	-0.4	0.3	-0.5	0.0
SUMO1-SIM PPI	-2	2	2	0	1
Rpn11 inh	i	i	i	i	i

26) O=C(O)/C=C/C(=O)Nc1ccc(-n2nccc2C(F)(F)F)cc1
27) O=C(NCc1cccnc1)C1CCN(S(=O)(=O)c2cc(Cl)ccc2Cl)CC1
28) CN(c1cccc(NC(=O)CN(c2ccc(C34CC5CC(CC(C5)C3)C4)cc2)S(C)(=O)=O)c1)S(C)(=O)=O
29) O=S(=O)(c1ccc2ccccc2c1)n1cccn1
30) Cc1ccc(C)c(C(O)c2ncc(-c3cccc4ccccc34)[nH]2)c1 (stereo not drawn)
Screen / compound no.	26	27	28	29	30
STEP inh	0	2	0	0	-3
Scp1 inh	-4	1	-10	-5	/
NadD block	-5	-5	12	-3	5
LMPTP inh	-2.3	0.4	3.9	-1.0	2.0
DNMT1 block	-2	1	-17	3	0
CSN inh	-3	0	3	3	2
PABP1 MLLE inh	12	11	0	-3	4
TbMetRS inhib	-1.6	-0.8	-0.3	-0.3	0.3
SUMO1-SIM PPI	3	2	-1	2	-9
Rpn11 inh	i	i	i	i	i

Record cards (already shown). Screens in order: STEP inh, Scp1 inh, NadD block, LMPTP inh, DNMT1 block, CSN inh, PABP1 MLLE inh, TbMetRS inhib, SUMO1-SIM PPI, Rpn11 inh
O=C(O)/C=C/C(=O)Nc1ccc(-n2nccc2C(F)(F)F)cc1 across the screens: 0, -4, -5, -2.3, -2, -3, 12, -1.6, 3, i
CN(c1cccc(NC(=O)CN(c2ccc(C34CC5CC(CC(C5)C3)C4)cc2)S(C)(=O)=O)c1)S(C)(=O)=O across the screens: 0, -10, 12, 3.9, -17, 3, 0, -0.3, -1, i
Cc1ccc(C)c(C(O)c2ncc(-c3cccc4ccccc34)[nH]2)c1 (stereo not drawn) across the screens: -3, /, 5, 2.0, 0, 2, 4, 0.3, -9, i

Further results.
31) O=[N+]([O-])c1cccc(S(=O)(=O)N2CCC(c3nc(-c4ccncc4)no3)CC2)c1
32) COCCCNc1nc2c(c(=O)[nH]c(=O)n2C)n1CC(O)COc1ccccc1C (stereo not drawn)
33) O=C(NCc1ccco1)c1c(Cl)cccc1Cl
34) COc1cc2c(cc1OC)C(c1ccc([N+](=O)[O-])cc1)N(C(C)=O)CC2 (stereo not drawn)
35) CCn1nnc(NC(=O)c2ccco2)n1
Screen / compound no.	31	32	33	34	35
STEP inh	-1	-3	2	-4	3
Scp1 inh	3	-24	/	-9	-8
NadD block	0	-4	0	3	1
LMPTP inh	0.7	-1.1	-1.9	-0.8	-1.6
DNMT1 block	8	-3	3	1	0
CSN inh	-2	-5	1	5	0
PABP1 MLLE inh	2	14	16	-14	-5
TbMetRS inhib	0.4	-0.1	-0.3	-0.5	0.3
SUMO1-SIM PPI	-24	2	-3	-14	-1
Rpn11 inh	i	i	i	i	i

36) CCn1ccnc1CN(C)C(=O)C1CCC(=O)N(Cc2cccc(C(F)(F)F)c2)C1 (stereo not drawn)
37) Cc1cc([N+](=O)[O-])nn1CC(=O)Nc1nc2ccccc2s1
38) COC(=O)c1ccc(Oc2cc(C)nc(-n3nc(C)cc3C)n2)cc1
39) O=C(COC(=O)/C=C/c1ccc2c(c1)OCO2)NC1CCS(=O)(=O)C1 (stereo not drawn)
40) CC(CCc1ccccc1)NCc1ccc(Cl)cc1Cl (stereo not drawn)
Screen / compound no.	36	37	38	39	40
STEP inh	1	2	-1	1	-2
Scp1 inh	-2	-7	0	-7	-15
NadD block	-5	-7	2	-2	2
LMPTP inh	-0.5	-0.8	0.1	0.0	1.0
DNMT1 block	2	0	1	-2	8
CSN inh	0	-6	5	5	-3
PABP1 MLLE inh	4	-10	1	-1	10
TbMetRS inhib	-0.6	-0.8	-0.6	0.9	-0.2
SUMO1-SIM PPI	2	-7	4	-16	1
Rpn11 inh	i	i	i	i	i

41) Cc1cccc(NCc2nc(-c3ccccc3)no2)c1
42) CC(C)(C)S(=O)N1Cc2cc(C(=O)NCC(F)(F)F)nc(-c3cccc(-c4cccc(F)c4)c3)c2[C@@H]1CCO (stereo partly drawn)
43) CCOC(=O)C1=C(C)NC(=O)NC1C1CC=CCC1 (stereo not drawn)
44) CN(CC(=O)Nc1ccccc1Br)CC(=O)NC(c1ccccc1)c1ccccc1
45) CCOC(=O)C1=NOC2COC3(CCN(c4ncccn4)CC3)OCC12 (stereo not drawn)
Screen / compound no.	41	42	43	44	45
STEP inh	1	-2	-2	2	0
Scp1 inh	-12	/	-4	-1	1
NadD block	-4	-6	0	-3	1
LMPTP inh	1.2	1.8	-0.2	0.5	2.9
DNMT1 block	-4	-16	-1	-4	1
CSN inh	5	1	-3	0	-6
PABP1 MLLE inh	-5	1	3	-6	4
TbMetRS inhib	0.3	-0.1	-0.4	-0.5	-0.6
SUMO1-SIM PPI	5	-1	4	-1	-1
Rpn11 inh	i	i	i	i	i

Compound activity from PubChem BioAssay.
